FAS-TE inh: blocks the thioesterase domain of human fatty acid synthase | P49327 | recombinant FAS-TE, OMFH fluorogenic substrate, fluorescence endpoint | AID 602261 | 0.67% of 360,000 active | inhibition, % at 15 µM;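 active means compounds whose normalised, plate-corrected inhibition of enzyme fluorescence in the single-dose primary screen is 50% or more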;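 further: 0% = DMSO with enzyme and 100% = substrate without enzyme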
Neddylation inh: blocks human cullin neddylation; 0.58% of 360,000 active; P61081+Q13564; TR-FRET cullin neddylation, biochemical; AID 651699; calls only at 25 µM; in the data active means inhibition above about 36%
SKN-1 block: inhibitors of C. elegans SKN-1 | C. elegans VP596 Pgst-4::GFP/RFP ratio, acrylamide-induced, 24 h | inhibition, % at 21.8 µM | 0.49% of 360,000 active;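 active means interference check ratio from 0.5 to 1.5 plus GFP to RFP signal ratio inhibition reaching or exceeding a fixed threshold, cut at about 30% in these data, passing the limit was not always enough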; further: some compounds called inactive have numbers as strong as hits
MT1-MMP act inh: blocks activation of human MT1-MMP. P50281. HT1080 RFP-PRO-GFP cells, GFP/RFP ratio fluorescence, overnight; percent of plate control window, DMSO zero. AID 651647. GFP/RFP ratio change, % at 20 µM. 0.061% of 360,000 active;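 active means GFP/RFP ratio change of at least 30% with cell ATP level not reduced by more than half and red fluorescence within 50% of control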; further: strong numbers were not always called active
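Assay system: HT1080 RFP-PRO-GFP cells. Benchmarks: DMSO vehicle wells and RFP-L50D-GFP reporter cell wells. Times: overnight cell settling, then overnight compound exposure, 37 °C, 5% CO2. Compound: 20 µM single dose, 1% DMSO. Read-out basis: GFP/RFP fluorescence ratio.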
MLLE-PAM2 inh: inhibitors of microRNA-mediated deadenylation, human PABP1 MLLE binding; inhibition, % at 20 µM; P11940; AID 588489; GST-MLLE / FITC-PAM2 fluorescence polarization; 0.36% of 360,000 active; in the data active means inhibition above about 35%, passing the limit was not always enough;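 further: plate controls were DMSO wells with GST-MLLE for no effect and wells lacking GST-MLLE protein for full effect; some results filed as inactive read as strong as hits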
eLon inh: inhibitors of E. coli Lon protease; P0A9M0; purified E. coli Lon protease, fluorescence polarization; inhibition, % at 7.94 µM; 0.42% of 360,000 active; AID 602123; in the data active means inhibition above about 13%, passing the limit was not always enough;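 further: 0% = enzyme with probe and DMSO and 100% = no enzyme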
Target sequence (P0A9M0 whole entry, looked up): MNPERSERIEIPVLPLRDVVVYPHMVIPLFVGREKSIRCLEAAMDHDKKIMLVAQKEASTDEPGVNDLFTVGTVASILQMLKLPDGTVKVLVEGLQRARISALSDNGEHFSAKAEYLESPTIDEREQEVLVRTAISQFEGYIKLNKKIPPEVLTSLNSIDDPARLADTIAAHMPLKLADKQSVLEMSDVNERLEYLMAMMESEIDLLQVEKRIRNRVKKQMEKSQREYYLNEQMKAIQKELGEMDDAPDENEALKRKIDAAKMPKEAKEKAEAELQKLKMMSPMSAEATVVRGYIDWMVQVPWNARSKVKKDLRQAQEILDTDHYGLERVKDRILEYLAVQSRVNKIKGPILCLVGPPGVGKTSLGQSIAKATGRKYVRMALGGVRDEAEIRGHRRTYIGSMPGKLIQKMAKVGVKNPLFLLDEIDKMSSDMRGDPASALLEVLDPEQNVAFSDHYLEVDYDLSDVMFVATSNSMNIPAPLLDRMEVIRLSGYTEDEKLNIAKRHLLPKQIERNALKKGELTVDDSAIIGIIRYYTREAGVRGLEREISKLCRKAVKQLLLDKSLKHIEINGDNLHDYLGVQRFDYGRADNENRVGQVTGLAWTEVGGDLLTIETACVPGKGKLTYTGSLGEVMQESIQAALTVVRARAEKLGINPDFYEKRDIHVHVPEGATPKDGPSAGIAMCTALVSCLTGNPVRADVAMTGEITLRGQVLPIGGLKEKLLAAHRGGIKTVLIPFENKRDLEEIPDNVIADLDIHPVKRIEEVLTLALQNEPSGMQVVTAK
bovine MsrA act: activators of bovine methionine sulfoxide reductase A; purified bovine MsrA, absorbance read-out; activation, % at 10.6 µM; 0.3% of 360,000 active; AID 602163; in the data active means activation above about 7.5%;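 further: 0% = vehicle and 100% = reference activator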
NRP1-CendR mod: NRP-1/CendR interaction modulation. O14786. FAM-RPARPAR peptide binding to NRP-1, fluorescence polarization. inhibition, % at 25 µM. 0.85% of 360,000 active;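 active means inhibition or corrected inhibition above about 18%, plus a signal ratio from 0.5 to 1.5, limit read from the data, passing the limit was not always enough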; further: strong numbers were not always called active
Rin1 Abl inh: inhibitors of human Rin1-Abl protein interaction. AID 588664. TR-FRET Rin1/Abl binding, biochemical. 0.4% of 360,000 active. inhibition, % at 7.35 µM. P00519+Q13671; in the data active means inhibition above about 5%, passing the limit was not always enough
The depositor's hits bear a star; i = inactive; . = no result given.

SMILES | FAS-TE inh | Neddylation inh | SKN-1 block | MT1-MMP act inh | MLLE-PAM2 inh | eLon inh | bovine MsrA act | NRP1-CendR mod | Rin1 Abl inh
COc1cc(/C=N/NC(=S)NCC2CCCO2)cc(OC)c1OC (stereo not drawn) | -2 | i | 6 | 4 | -1 | 0 | -1 | -1 | -2
CN(C)c1nc2c(N)ncnc2n1C1OC(CO)C(O)C1O (stereo not drawn) | -7 | i | 17 | 0 | -9 | -3 | -1 | -5 | 2
Brc1ccc(C2C3=C(Nc4ncnn42)c2ccccc2OC3c2ccncc2)cc1 (stereo not drawn) | 15 | . | 5 | -49 | 4 | 4 | -2 | 0 | -2
C[C@]12C(=O)N(c3ccc(F)cc3)C(=O)N1[C@@H]1c3ccccc3OC[C@@H]1[C@H]2c1ccccc1 | 23 | i | -3 | -6 | -6 | 2 | -2 | 3 | 3
CSc1ccccc1NC(=O)c1onc(C)c1Cl | -8 | i | 14 | 0 | 5 | 0 | -1 | -11 | 2
CCCC(=O)c1ccc(N2CCOCC2)c(F)c1 | -2 | i | -21 | -1 | -4 | -3 | -10 | 8 | 1
O=S(=O)(Nc1cccc2cn[nH]c12)c1ccc(F)cc1 | -8 | i | 8 | 0 | 14 | -7 | -1 | 10 | 1
O=C(NC1CCCC1)c1ccc(Cn2c(=O)[nH]c3ccsc3c2=O)cc1 | -3 | i | -5 | -2 | -6 | 3 | -10 | 2 | -6
CCCCN1C(=O)C(=O)N(CC(=O)Nc2cccc(C(C)=O)c2)C1=O | -10 | i | -3 | -2 | 1 | -20 | -5 | -1 | 6
CCOC(=O)c1oc2nc(C(C)C)c3c(c2c1N)CC(C)(C)OC3 | -3 | . | -14 | 2 | 0 | -2 | -2 | 0 | 0
Cc1ccc(S(=O)(=O)c2cc3c(=O)n4cccc(C)c4nc3n(C3CCCCC3)c2=N)cc1 | 7 | i | -1 | 1 | 2 | 5 | -3 | -21 | 5
Nc1nc(NC(=O)CCC(=O)O)nn1-c1ccccc1 | -9 | i | 10 | 1 | 2 | -8 | -2 | -1 | -1
CCOC(=O)N1CCN(C(=O)CNC(=O)c2nn(-c3ccc(OC)c(OC)c3)c(=O)c3ccccc23)CC1 | -7 | i | 9 | 4 | -1 | -5 | -2 | 6 | 1
COc1cc(CNCCO)cc(Br)c1OCc1cccs1 | -8 | i | -2 | 5 | 1 | 9 | 1 | 4 | 1
COc1cc(N2C(=O)CSC2=S)cc(OC)c1OC | -7 | i | -5 | 10 | 16 | 9 | -7 | 3 | 2
COc1ccc(/C=C2\CCOC2=O)cc1 | -2 | i | 1 | 0 | 25 | -9 | -5 | 7 | 2
CN(CCO)C(=O)CCC(=O)Nc1ccc(S(N)(=O)=O)cc1 | -7 | i | 12 | -6 | -3 | -2 | -4 | 3 | 5
CC1(C)CC(=O)N(CC(=O)O)c2ccccc2S1 | -7 | i | 2 | -1 | -6 | -14 | -8 | 3 | -1
CN1CCc2c(sc3c2C(=O)NC(c2ccccc2)N3)C1 (stereo not drawn) | -15 | i | 47* | -12 | -48 | -64 | -5 | -21 | -2
O=C(Nc1ccc(N2CCCCCC2)cc1)c1cccc(S(=O)(=O)N2CCOCC2)c1 | 19 | i | 16 | -4 | -5 | 0 | -1 | 3 | -5
CCC(=NCCc1ccc(OC)c(OC)c1)c1ccccc1O | -4 | i | 13 | -4 | -4 | 1 | -12 | 13 | 3
OCCC1CN(Cc2cccc3c2OCO3)CCN1C1CCCCC1 (stereo not drawn) | -13 | i | -8 | -5 | -12 | 1 | -13 | -6 | 2
CCOC(=O)Oc1ccc2c(=O)c(Oc3cc(C)cc(C)c3)coc2c1 | 3 | . | 4 | 4 | -15 | -4 | -3 | 1 | 2
CCN(CC)CCCNc1nc2cc(OC)c(OC)cc2c2nc(-c3ccccc3)nn12 | 1 | . | -36 | -3 | 16 | 4 | -6 | 1 | 4
NC(=O)C1(N2CCCCC2)CCN(C(=O)c2ccc(C#CC3(O)CCCCC3)cc2)CC1 | 3 | i | -1 | 0 | -5 | 0 | -3 | -4 | -2
(cont.)
SMILES | FAS-TE inh | Neddylation inh | SKN-1 block | MT1-MMP act inh | MLLE-PAM2 inh | eLon inh | bovine MsrA act | NRP1-CendR mod | Rin1 Abl inh
COc1ccc(COc2ccc(S(=O)(=O)N3CCCC3)cc2C(N)=O)cc1F | 1 | i | 8 | -1 | 5 | 0 | -3 | 4 | 1
CC(C)(C)NC(=O)NC(=O)COC(=O)COc1ccc2c(c1)CCC2 | -8 | i | 27 | 0 | -3 | -9 | -1 | -6 | 1
O=C(CCc1[nH]c2ccccc2c1Sc1ccccc1)NCCO | 10 | i | 0 | 1 | 18 | -5 | -4 | -3 | 4
O=C(NCc1ccc(F)cc1)C1CCN(S(=O)(=O)c2cccc3nonc23)CC1 | -4 | i | 1 | -3 | -6 | 1 | -1 | 0 | -2
CN(CC(=O)Nc1ccccc1C(F)(F)F)C(=O)c1cccc(-n2cccc2)c1 | -1 | i | 17 | -6 | 2 | 5 | -1 | 5 | -1
COC(=O)c1cnc2c(C(F)(F)F)cccc2c1OC | -4 | i | 0 | 1 | 10 | -5 | -1 | -7 | 5
O=C(COc1cccnc1[N+](=O)[O-])Nc1ncc(Cl)cc1Cl | 3 | i | 4 | 0 | 14 | 18* | -7 | -1 | 0
CC1CC(=O)N(CC(=O)Nc2cccc(F)c2)c2ccccc2S1(=O)=O (stereo not drawn) | -2 | i | 14 | -1 | 6 | 2 | -3 | 9 | -3
COc1ccc(-c2nnc(SCC(=O)Nc3ccccc3OC)o2)cc1 | 3 | i | -7 | 1 | -31 | -5 | -6 | 4 | -1
O=[N+]([O-])c1cc(S(=O)(=O)N2CCCC2)ccc1O | -8 | i | 6 | -1 | 7 | -15 | -4 | 1 | -1
Cn1cc(/C=C(\NC(=O)c2ccccc2)C(=O)N2CCOCC2)c2ccccc21 | -6 | i | 7 | -1 | -6 | 2 | -5 | 12 | -3
Cc1ccccc1OCCn1c(=S)[nH]c2c(N)ncnc21 | -1 | i | -4 | 14 | -1 | -3 | 4 | -1 | 3
CCCOc1ccc(C(=O)Nc2ccc(NC(=O)c3cccs3)cc2)cc1 | -1 | i | -4 | 2 | -2 | -1 | -3 | 16 | 0
COC(=O)C[C@@H]1CC[C@@H](NC(=O)NC2CCCC2)[C@@H](CO)O1 | . | i | 1 | -1 | . | . | . | 1 | .
CCc1noc(C)c1C(=O)N1CCN(S(=O)(=O)c2ccc(Cl)s2)CC1 | 0 | i | 4 | -1 | 0 | -6 | -3 | 2 | 2
Cc1nn(Cc2ccc(F)cc2)c(C)c1NC(=O)c1cccnc1Cl | -3 | i | 3 | 1 | 0 | -9 | -10 | -5 | 2
O=C(COc1ccc2oc(-c3ccccc3)cc(=O)c2c1)Nc1ccccc1 | -6 | i | 2 | -2 | 7 | -2 | -5 | -9 | 0
Cc1cccc(C(=O)OCC(=O)NC(C)CCc2ccccc2)c1 (stereo not drawn) | 5 | i | 3 | 3 | 2 | 7 | 1 | 13 | -2
CS(=O)(=O)c1ccc(Cl)c(NC(=O)COC(=O)C23CC4CC(CC(C4)C2)C3)c1 | 11 | i | 17 | 1 | -3 | -2 | -1 | -1 | 2
N#CC1(P(=O)(c2ccccc2)c2ccccc2)CCCC1 | -3 | i | 3 | -4 | -7 | -1 | -3 | 6 | 1
Cc1cccc(C(=O)Nc2cccnc2Cl)c1 | -5 | i | 6 | -1 | -12 | -10 | -2 | -3 | 4
S=C(NCc1ccc(Cl)cc1)Nc1ccc(Cl)cc1Cl | -3 | i | 10 | 4 | 17 | -14 | -8 | 0 | -2
FC(F)(F)c1ccc(/C=N/n2c(COc3ccccc3)n[nH]c2=S)cc1 | 26 | i | -2 | 1 | -86 | 5 | -2 | -1 | -2
Cc1c(-c2ccccc2)sc(N)c1C(=O)N1CCOCC1 | -6 | . | 12 | -1 | 29 | -16 | -4 | -1 | -3
Cc1cccc(C)c1NC(=O)C(C)N1CCCC1 (stereo not drawn) | -7 | i | -10 | -4 | -4 | -3 | -2 | -10 | 6
Later entries
SMILES | FAS-TE inh | Neddylation inh | SKN-1 block | MT1-MMP act inh | MLLE-PAM2 inh | eLon inh | bovine MsrA act | NRP1-CendR mod | Rin1 Abl inh
COc1ccc(N2C(=O)CSC2c2cccc(F)c2)c(OC)c1 (stereo not drawn) | -5 | i | 3 | 1 | 14 | 5 | -2 | 1 | 3
O=C(Cn1ccnc1[N+](=O)[O-])NCc1ccccc1 | -5 | i | 8 | 1 | 9 | -6 | -5 | 3 | 0
Cc1cc(C)nc(SCCCNCc2c(F)cccc2Cl)n1 | -2 | i | -5 | 0 | 2 | -5 | 4 | 2 | 2
O=C(NNc1cccc(Cl)c1)c1cccnc1Oc1ccccc1 | 2 | i | 12 | -1 | 0 | -12 | -3 | 8 | 3
COC(=O)c1ccccc1NC(=O)C1CC=CCC1C(=O)O (stereo not drawn) | -6 | i | 14 | -1 | 7 | 8 | 0 | 9 | -2
CN(C)Cc1nnnn1-c1ccccc1 | -3 | i | -1 | . | 8 | -2 | -11 | 5 | 0
CCc1cc(=O)oc2c3c(cc(OCC(=O)NCc4ccccn4)c12)OC(C)(C)CC3 | 4 | . | 11 | -1 | 15 | -7 | -4 | -6 | -6
O=C(CN1C(=O)c2ccccc2S1(=O)=O)Nc1ncccn1 | -8 | i | -3 | 3 | 6 | -1 | -1 | 5 | 5
O=c1[nH]nc(Cc2ccc(Cl)cc2Cl)c2ccccc12 | 1 | i | -2 | -4 | -4 | 2 | -2 | 7 | 1
CN1CCN(C(=O)C2CCC(CNS(=O)(=O)c3cccc4cccnc34)CC2)CC1 (stereo not drawn) | -1 | i | 1 | -6 | -1 | -5 | -7 | -10 | 4
CN(C)CCCNC(=S)NCCNc1nc2cc3c(cc2cc1C#N)OCO3 | -10 | . | -1 | -4 | -34 | 1 | -14 | 1 | -1
O=C(Nc1ccccn1)c1ccc(NC(=O)c2ccco2)cc1 | -3 | i | 34 | 2 | 4 | -1 | -2 | 13 | -4
Nc1ccc(S(=O)(=O)NNC(=O)C(=O)NNc2ccccn2)cc1 | -6 | i | 20 | 2 | 11 | 7 | 2 | 5 | -5
COc1cc(CNc2ncnc3c2ncn3[C@H]2CN(Cc3cccc4ccccc34)C[C@@H](CO)O2)cc(OC)c1OC | 7 | i | 0 | -6 | -10 | -10 | -3 | -8 | -2
COc1ccc(NC(=O)C(C2CC2)n2c(=O)c(-c3ccco3)nc3ccccc32)cc1 (stereo not drawn) | . | i | 12 | 0 | . | . | . | -19 | .
CC(OC(=O)CNC(=O)c1sc2ccccc2c1Cl)C(=O)NC1(C#N)CCCCC1 (stereo not drawn) | 3 | i | -2 | 2 | 1 | 5 | -5 | 5 | -3
O=C(CNC(=O)Cc1ccc(Cl)cc1)NCC(=O)N1CCCCC1 | -3 | i | 3 | 2 | -3 | -4 | 1 | 0 | -5
Nc1ccc(S(=O)(=O)N2CCCc3ccccc32)cc1 | 1 | i | 4 | 0 | 12 | 5 | -7 | 1 | -1
O=[N+]([O-])c1ccc(N2CCN(c3ccc(O)cc3)CC2)cn1 | 1 | i | 0 | -5 | -1 | 4 | -5 | 16 | -2

Among those listed so far, 4 have a nitro group on carbon:
SMILES | FAS-TE inh | Neddylation inh | SKN-1 block | MT1-MMP act inh | MLLE-PAM2 inh | eLon inh | bovine MsrA act | NRP1-CendR mod | Rin1 Abl inh
O=C(COc1cccnc1[N+](=O)[O-])Nc1ncc(Cl)cc1Cl | 3 | i | 4 | 0 | 14 | 18* | -7 | -1 | 0
O=[N+]([O-])c1cc(S(=O)(=O)N2CCCC2)ccc1O | -8 | i | 6 | -1 | 7 | -15 | -4 | 1 | -1
O=C(Cn1ccnc1[N+](=O)[O-])NCc1ccccc1 | -5 | i | 8 | 1 | 9 | -6 | -5 | 3 | 0
O=[N+]([O-])c1ccc(N2CCN(c3ccc(O)cc3)CC2)cn1 | 1 | i | 0 | -5 | -1 | 4 | -5 | 16 | -2

Assay outcomes as filed in PubChem BioAssay.
